# High-throughput results deposited in PubChem by several laboratories.
# HEK293 NOD2/NF-kB = NOD2 signaling inhibitors, cell-based, luminescence, uHTS, HEK293 (AID 1566). HEK293 NOD2/NF-kB luciferase reporter, luminescence; higher % means a stronger effect. inhibition, % at 4 µM; hits with a dose series show EC50 in µM. 290,000 tested, 0.63% active; also: many of its hits are not listed in these tables
# NOD1 NF-kB reporter = NOD1 signaling inhibitors, primary screen, cell-based, luminescence, uHTS (AID 1578). 290,000 tested, 1% active. inhibition, % at 4 µM; hits with a dose series show EC50 in µM. NOD1-driven NF-kB luciferase reporter cells, luminescence; higher % means a stronger effect; in the data active = inhibition mostly above about 36%, no sharp cut-off; inactive = mostly below about 34%;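 also: HEK-293T reporter cells stimulated with the NOD1 agonist gamma-tri-DAP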
# KOR beta-arrestin-1 = kappa opioid receptor blockers – cell-based, luminescence, uHTS (AID 1778) | KOR beta-arrestin recruitment, luminescence, antagonist mode; higher % means a stronger effect | one-dose inhibition, % at 10 µM; IC50 in µM for titrated hits | 290,000 tested, 0.091% active; also: strong numbers were not always called active
# KOR beta-arrestin-2 = KOR agonists, beta-arrestin recruitment, primary screen, cell-based, luminescence, uHTS (AID 1777). KOR beta-arrestin recruitment, luminescence; higher % means a stronger effect. activation, % at 10 µM; hits with a dose series show EC50 in µM. 280,000 tested, 0.02% active; in the data active = activation above about 50%, passing the limit was not always enough; also: a part of the inactive calls stands beside numbers as strong as those of hits
# GPR55 antagonists = inhibition of LPI-stimulated GPR55 beta-arrestin translocation – imaging, U2OS, beta-arrestin-GFP, LPI agonist, primary screen (AID 2013); U2OS GPR55 beta-arrestin-GFP translocation imaging, LPI antagonism; higher % means a stronger effect; 290,000 tested, 0.13% active; one-dose inhibition, % at 10 µM; IC50 in µM for titrated hits;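 active = spots per cell inhibited over 60%, with over 100 cells counted and total cytoplasm intensity under 500,000; inconclusive = wells with under 100 cells, flagged as likely toxic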;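 also: U2OS cells stably carrying GPR55 and arrestin-GFP stimulated by 5 µM LPI near EC80; imaged beta-arrestin-GFP aggregate spots per cell after agonist stimulation; plate controls were LPI-stimulated DMSO wells for no effect and DMSO wells without LPI for full effect; some results filed as inactive read as strong as hits; confirmed hits need IC50 under 10 µM and bright autofluorescent wells are also inconclusive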
# HIV fusion peptide = inhibitors of HIV fusion peptide binding, primary screen, biochemical, uHTS, fluorescence dequenching (AID 1986); 290,000 tested, 0.3% active; inhibition, % at 20 µM; hits with a dose series show IC50 in µM; cell-free peptide binding, fluorescence dequenching, 30 min; higher % means a stronger effect; in the data active = inhibition mostly above about 52%, no sharp cut-off; inactive = mostly below about 76%; also: some results filed as inactive read as strong as hits
# GPR55 beta-arrestin = GPR55 agonists via beta-arrestin recruitment, primary screen, imaging, U2OS cells, beta-arrestin-GFP redistribution (AID 1961); U2OS GPR55 beta-arrestin-GFP redistribution imaging; higher % means a stronger effect; one-dose activation, % at 10 µM; EC50 in µM for titrated hits; 290,000 tested, 0.048% active;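 active = activation above 40% with more than 50 cells counted in the well; inconclusive = wells holding fewer than 50 cells, flagged as toxic or sparse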;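 also: U2OS osteosarcoma cells stably expressing GPR55 and beta-arrestin-GFP; plate controls were DMSO negative control for no effect and LPI positive control for full effect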
# Myeloid diff MLP = compounds promoting myeloid differentiation; ER-HoxA9 myeloid progenitors, lysozyme-GFP differentiation, flow cytometry; calls only at 10 µM; 360,000 tested, 1% active;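 active = normalized GFP-positive differentiation at or above the plate's own cutoff, the solvent-only control mean plus 3 SD; inconclusive = no clear call, values can overlap the other calls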;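 also: cells exposed to compound for four days before flow analysis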
# GPR35 arrestin U2OS = GPR35 antagonists blocking zaprinast-driven arrestin recruitment, primary screen, imaging, U2OS, beta-arrestin-GFP, zaprinast agonist (AID 2058); one-dose inhibition, % at 10 µM; IC50 in µM for titrated hits; 290,000 tested, 0.052% active; U2OS GPR35 beta-arrestin-GFP translocation imaging, zaprinast antagonism; higher % means a stronger effect;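 active = inhibition of at least 50% with at least 30 cells and total cytoplasm GFP at most 10,000,000; inconclusive = under 30 cells or total GFP of 10,000,000 plus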
# Myeloid diff MLP GFP+ MAC1+ % = further read-out of Myeloid diff MLP, marked with its call; GFP+ MAC1+ double positive, %; measured here: differentiation confirmed by MAC1 staining
# Active calls of the source: *; i = inactive; ? = inconclusive; . = no result given; [ ] = another dose, or the depositor's remark. Rule as the data show it, unless noted: active = inhibition above about 50%; inactive = the rest.
SMILES,HEK293 NOD2/NF-kB,NOD1 NF-kB reporter,KOR beta-arrestin-1,KOR beta-arrestin-2,GPR55 antagonists,HIV fusion peptide,GPR55 beta-arrestin,Myeloid diff MLP,Myeloid diff MLP GFP+ MAC1+ %,GPR35 arrestin U2OS
O=C(O)CCCNS(=O)(=O)c1cccc2nsnc12,19%,5%,-134%,-4.8%,6%,-0.1%,0.0%,i,1.2,-11%
CCOC(=O)N1CCN(C(=O)C2CCCN(S(C)(=O)=O)C2)CC1 (stereo unspecified),-4%,0%,7%,-0.9%,7%,3.6%,-0.1%,i,9.0,-1%
COc1ccc(NS(=O)(=O)Cc2ccccc2Cl)cn1,18%,-24%,8%,-3.9%,-2%,2.1%,0.7%,i,1.7,0%
Cc1[nH]c(=O)[nH]c(=O)c1S(=O)(=O)N1CCN(c2ccccc2F)CC1,-4%,-10%,24%,-0.6%,1%,1.1%,-0.3%,i,1.1,-4%
COc1ccc(CC(NC(C)=O)C(=O)NC2CCN(c3nc(C)cc(C)c3C#N)CC2)c(OC)c1 (stereo unspecified),-11%,-31%,10%,7.0%,-13%,0.6%,-0.2%,i,0.5,19%
O=C(CSc1ncn[nH]1)Nc1nc(-c2cccc([N+](=O)[O-])c2)cs1,2%,6%,7%,1.9%,-3%,0.6%,-0.2%,i,0.4,2%
CCN1CCN(Cc2ccc(NC(=O)c3cc(NC(=O)c4cc5cccc(OC)c5o4)cc(OC)c3)cc2C(F)(F)F)CC1,12%,-1%,9%,-1.9%,-1%,-1.4%,-0.1%,i,0.7,12%
CC1(C)CC(=O)C2=C(C1)OC1=C(C(=O)CC(C)(C)C1)C2c1ccc(O)cc1O,-49%,60%,40%,-2.6%,7%,-0.7%,19%,i,4.8,12%
Cc1cc(F)ccc1S(=O)(=O)N1CCCOC1CNC(=O)C(=O)NCC(C)C (stereo unspecified),1%,-14%,3%,-1.1%,20%,-0.1%,0.0%,i,1.0,5%
CN(C)c1ccc(CNS(=O)(=O)c2ccc3c(c2)NC(=O)CS3)cc1,41%,23%,6%,3.2%,2%,-3.2%,-0.1%,?,.,-9%
Cc1ccc(Cn2c(SC(C)C(N)=O)nc3ccccc3c2=O)cc1 (stereo unspecified),12%,-19%,-10%,-2.1%,7%,-0.2%,-0.2%,i,0.1,3%
COc1ccc(CNC(=O)C2(CC(=O)NC(C)(C)C)CCCC2)cc1,-4%,5%,-16%,0.7%,12%,-0.8%,0.2%,i,0.1,15%
CC(NC(=O)CSc1nc2c(cc1C#N)CN(C)CC2)c1ccccc1 (stereo unspecified),-4%,-1%,-9%,-6.9%,-2%,-1.6%,-0.2%,i,2.0,4%
CCOCCCNC(=O)CSc1nnc(-c2ccc(S(=O)(=O)N3CCCC3)cc2)n1C,13%,4%,-20%,2.0%,0%,3.0%,0.3%,i,4.0,17%
CCOc1ccccc1C1CC(=O)Nc2c1c(=O)n(C)c(=O)n2C (stereo unspecified),2%,6%,-6%,12%,1%,0.4%,-0.2%,i,1.6,1%
O=C(c1ccc(F)cc1)C1CCN(C(=O)Nc2ccc(F)cc2F)CC1,15%,-17%,-102%,-1.8%,4%,1.0%,-0.4%,i,0.9,-7%
O=S(=O)(NCC1CCN(c2ccc(S(=O)(=O)N3CCOCC3)cc2)CC1)c1ccccc1,6%,-32%,0%,-2.2%,1%,-1.2%,-0.1%,i,0.3,14%
Cc1cc(C)c(CN2CCC(CO)(CCOc3ccccc3)CC2)cc1C,4%,-68%,-59%,-0.5%,-3%,1.1%,0.0%,i,1.8,-1%
O=C(Nc1ccc2nc(-c3ccco3)c(-c3ccco3)nc2c1)NC1CC1,9%,-18%,-22%,5.0%,12%,49%,1.2%,i,0.2,-27%
C=CCNc1nc(-c2cccs2)c(CC(=O)O)s1,13%,-6%,11%,2.7%,14%,3.5%,-1.9%,i,0.5,7%
CCOc1ccc(C(C)=O)cc1CN1C(=O)C(=O)N(CC)C1=O,-10%,-37%,-33%,7.0%,4%,0.7%,1.0%,i,0.9,-10%
COc1ccc(C2(NC(C)=O)CCN(C(=O)CCC(=O)O)CC2)cc1,-1%,15%,5%,7.1%,8%,2.4%,-0.1%,i,0.3,8%
O=C(CN1C(=O)C2CCCCC2C1=O)Nc1nc(-c2ccccn2)cs1 (stereo unspecified),16%,2%,-14%,-4.9%,9%,29%,0.2%,i,1.1,1%
COc1ccc(-c2nc(CS(=O)CC(=O)NCCc3ccc(OC)c(OC)c3)c(C)o2)cc1 (stereo unspecified),8%,15%,-45%,4.4%,-15%,1.3%,-0.2%,i,1.1,6%

# Ordered by number of heavy atoms (high to low): three of the compounds above.
SMILES,HEK293 NOD2/NF-kB,NOD1 NF-kB reporter,KOR beta-arrestin-1,KOR beta-arrestin-2,GPR55 antagonists,HIV fusion peptide,GPR55 beta-arrestin,Myeloid diff MLP,Myeloid diff MLP GFP+ MAC1+ %,GPR35 arrestin U2OS
O=S(=O)(NCC1CCN(c2ccc(S(=O)(=O)N3CCOCC3)cc2)CC1)c1ccccc1,6%,-32%,0%,-2.2%,1%,-1.2%,-0.1%,i,0.3,14%
CCOCCCNC(=O)CSc1nnc(-c2ccc(S(=O)(=O)N3CCCC3)cc2)n1C,13%,4%,-20%,2.0%,0%,3.0%,0.3%,i,4.0,17%
Cc1cc(C)c(CN2CCC(CO)(CCOc3ccccc3)CC2)cc1C,4%,-68%,-59%,-0.5%,-3%,1.1%,0.0%,i,1.8,-1%

# (listing goes on)
SMILES,HEK293 NOD2/NF-kB,NOD1 NF-kB reporter,KOR beta-arrestin-1,KOR beta-arrestin-2,GPR55 antagonists,HIV fusion peptide,GPR55 beta-arrestin,Myeloid diff MLP,Myeloid diff MLP GFP+ MAC1+ %,GPR35 arrestin U2OS
CCOC(=O)c1cc2occc2n1CC(=O)Nc1ccc(OC)cc1OC,-4%,-6%,18%,8.8%,3%,-1.4%,-0.2%,i,1.3,7%
O=C(CN1CCCCCC1=O)N1CCN(S(=O)(=O)c2cccs2)CC1,21%,-19%,2%[20 µM],-3.6%,-1%,0.2%,-0.1%,i,0.2,12%
O=C(NC1CCCCC1)C1CCC(CNS(=O)(=O)c2cccc3nsnc23)CC1 (stereo unspecified),0%,2%,8%,-2.3%,-5%,-3.3%,-0.1%,i,2.6,-1%
COC(=O)CSc1nc(N2CCCCC2)c2c(c1C#N)CCCC2,-1%,-23%,17%,-4.3%,11%,5.3%,0.0%,i,0.9,4%
O=C(NCCc1ccccc1)c1ccc2c(c1)OCO2,.,.,-9%,1.8%,-6%,0.2%,0.0%,i,0.6,10%
COC(=O)c1ccc(CN(c2ccccn2)S(=O)(=O)c2ccccc2)cc1,4%,21%,-30%,4.2%,0%,0.2%,-0.1%,i,0.8,8%
O=C1C=C(NCc2ccc3c(c2)OCO3)CC(c2ccccc2)C1 (stereo unspecified),-7%,-26%,-10%,1.4%,3%,-0.6%,-0.1%,.,.,5%
COc1ccccc1C(=O)C1CCCN(Cc2ccc3c(c2)OCCO3)C1 (stereo unspecified),8%,-8%,-16%,-1.9%,5%,0.9%,-0.2%,i,0.4,-4%
c1ccc(C[C@H]2CN=C(Nc3ccccc3)N2CCCC2CCCC2)cc1,-3%,-8%,-14%[20 µM],0.9%,10%,-1.3%,0.2%,i,1.7,-4%
Cc1cccc(N=C(NO)c2nonc2N)c1,14%,-23%,-20%,2.0%,-8%,-1.6%,-0.2%,i,0.2,-5%
CCCn1c(SCC(=O)c2ccc3c(c2)OCCO3)n[nH]c1=O,8%,-1%,-22%,-0.1%,14%,-1.6%,0.2%,i,0.7,-4%
O=C(NNc1ncnc2c1cnn2-c1ccc(F)cc1)c1ccco1,9%,0%,17%,-1.5%,6%,-0.4%,0.2%,i,1.0,10%
CCOC(=O)C1CCCN(C(=O)c2cc(Nc3ccc(OC)c(OC)c3)nc3ccccc23)C1 (stereo unspecified),0%,2%,10%,-0.8%,4%,-2.1%,0.6%,i,1.2,-1%
Cc1ccccc1Nc1c(-c2ccncc2)nc2ccc(Cl)cn12,-40%,1%,-22%,3.3%,-2%,-3.4%,0.2%,i,0.1,-4%
Cc1noc(C)c1S(=O)(=O)N(CC(=O)NC(C)c1ccccc1)c1ccc(C(C)C)cc1 (stereo unspecified),0%,-2%,18%,3.4%,-1%,0.8%,-0.1%,i,1.0,-12%
Cc1nnc(SCc2ccccc2)n(N)c1=O,15%,-12%,34%,-0.6%,-17%,-2.3%,0.2%,i,1.3,-5%
Cc1cc(=O)[nH]c(SCC2(O)C3CC4CC(C3)CC2C4)n1 (stereo unspecified),-11%,7%,-28%,0.5%,6%,-0.6%,0.2%,i,1.5,6%
CCN(CC)CCN1C(=O)C(=O)/C(=C(/O)c2ccncc2)C1c1ccccc1 (stereo unspecified),8%,-17%,-12%,-2.4%,-1%,-1.1%,-0.2%,i,0.6,11%
CCCCN1C2=NCCCN2c2cc(C)c(C)cc21,11%,-25%,2%,0.6%,36%,2.3%,-0.1%,i,1.6,-6%
CCCS(=O)(=O)N1CCN(C2CCC(C)CC2)CC1 (stereo unspecified),-19%,-25%,-49%[20 µM],-0.2%,-3%,2.0%,0.0%,i,0.3,10%
Cc1cc(=O)cc(C)n1-c1ccc2c(c1)nc(C)n2-c1ccccc1,9%,5%,5%,-0.4%,-4%,-4.3%,0.3%,i,8.4,12%
C/C(=N/NC(=O)c1ccc(Cl)s1)c1cccnc1,-30%,-33%,0%,-3.5%,-10%,0.4%,-0.2%,i,0.8,-6%
Oc1[nH]c(N=C2N=c3ccccc3=N2)c2ccccc12,-40%,43%*,59%*,2.7%,7%,13%,0.1%,i,0.4,4%
COc1ccc(S(=O)(=O)N(CCc2ccccc2)CC(=O)NC(C)C)cc1,1%,-2%,-5%,0.5%,-3%,-1.1%,-0.1%,i,1.4,2%
COC(=O)c1ccc(Sc2nnnn2-c2ccccc2)c([N+](=O)[O-])c1,15%,49%,-14%,-0.6%,-2%,-1.1%,0.4%,i,3.0,-6%
COc1cccc(CN2CCN(Cc3ccc(O)cc3)CC2CCO)c1 (stereo unspecified),4%,-26%,2%[20 µM],.,1%,0.2%,-0.1%,i,0.3,8%

# Entries above that have a COOH group:
SMILES,HEK293 NOD2/NF-kB,NOD1 NF-kB reporter,KOR beta-arrestin-1,KOR beta-arrestin-2,GPR55 antagonists,HIV fusion peptide,GPR55 beta-arrestin,Myeloid diff MLP,Myeloid diff MLP GFP+ MAC1+ %,GPR35 arrestin U2OS
O=C(O)CCCNS(=O)(=O)c1cccc2nsnc12,19%,5%,-134%,-4.8%,6%,-0.1%,0.0%,i,1.2,-11%
C=CCNc1nc(-c2cccs2)c(CC(=O)O)s1,13%,-6%,11%,2.7%,14%,3.5%,-1.9%,i,0.5,7%
COc1ccc(C2(NC(C)=O)CCN(C(=O)CCC(=O)O)CC2)cc1,-1%,15%,5%,7.1%,8%,2.4%,-0.1%,i,0.3,8%

# These rows are one share of the data; rates above refer to the full screens.
